E coli Lon inh – inhibitors of E. coli Lon protease, primary screen, biochemical, fluorescence polarization | P0A9M0 | purified E. coli Lon protease | inhibition, % at 7.94 µM | 0.42% of 360,000 active | AID 602123, 2011; in the data active means inhibition above about 13%, passing the limit was not always enough;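 further: 0% = enzyme with probe and DMSO and 100% = no enzyme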
Target sequence (P0A9M0 whole entry, looked up): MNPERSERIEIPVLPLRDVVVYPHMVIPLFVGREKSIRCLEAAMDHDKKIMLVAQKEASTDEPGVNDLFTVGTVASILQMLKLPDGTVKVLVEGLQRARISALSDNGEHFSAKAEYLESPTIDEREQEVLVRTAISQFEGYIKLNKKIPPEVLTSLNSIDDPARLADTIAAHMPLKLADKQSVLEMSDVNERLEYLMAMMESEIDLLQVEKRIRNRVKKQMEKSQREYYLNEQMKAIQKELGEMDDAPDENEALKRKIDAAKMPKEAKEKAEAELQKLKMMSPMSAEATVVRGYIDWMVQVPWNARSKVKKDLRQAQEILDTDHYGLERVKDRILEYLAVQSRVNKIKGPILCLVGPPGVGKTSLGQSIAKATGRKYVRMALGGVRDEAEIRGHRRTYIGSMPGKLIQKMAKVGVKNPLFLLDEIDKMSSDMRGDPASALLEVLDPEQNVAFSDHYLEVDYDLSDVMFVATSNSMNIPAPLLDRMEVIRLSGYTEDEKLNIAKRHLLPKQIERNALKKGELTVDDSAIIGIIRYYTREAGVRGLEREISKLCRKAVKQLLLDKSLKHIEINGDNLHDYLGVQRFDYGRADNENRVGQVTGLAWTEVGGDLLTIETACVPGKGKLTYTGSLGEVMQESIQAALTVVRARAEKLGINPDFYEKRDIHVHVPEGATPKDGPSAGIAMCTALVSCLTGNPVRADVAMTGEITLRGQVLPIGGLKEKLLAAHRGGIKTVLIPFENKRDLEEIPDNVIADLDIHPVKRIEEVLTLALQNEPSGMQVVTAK
MT1-MMP act inh – blockers of MT1-MMP proenzyme processing, primary screen, HT1080 RFP-PRO-GFP cells, GFP/RFP fluorescence. Matrix metalloproteinase-14 (Homo sapiens), P50281. GFP/RFP ratio fluorescence, overnight; percent of plate control window, DMSO zero. GFP/RFP ratio change, % at 20 µM. 0.061% of 360,000 active. AID 651647, 2012;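 active means GFP/RFP ratio change of at least 30% with cell ATP level not reduced by more than half and red fluorescence within 50% of control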; further: strong numbers were not always called active
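Material: RFP-PRO-GFP reporter HT1080 cells. Dosing: single-point 20 µM compound, 1% DMSO. Controls: DMSO and RFP-L50D-GFP cell wells. Timing: cells overnight before dosing, compound overnight, 37 °C, 5% CO2. Measure: GFP/RFP fluorescence ratio.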
MLLE-PAM2 inh – inhibitors of PABP1 MLLE–PAM2 peptide binding, primary screen, biochemical, fluorescence polarization, FITC-PAM2, GST-MLLE | inhibition, % at 20 µM | Polyadenylate-binding protein 1 (Homo sapiens), P11940 | 0.36% of 360,000 active; in the data active means inhibition above about 35%, passing the limit was not always enough;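 further: plate controls were DMSO wells with GST-MLLE for no effect and wells lacking GST-MLLE protein for full effect; some results filed as inactive read as strong as hits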
FAS TE block – FAS thioesterase domain inhibitors, primary screen, biochemical, fluorescence intensity, uHTS; 0.67% of 360,000 active; recombinant FAS-TE, OMFH fluorogenic substrate, fluorescence endpoint; inhibition, % at 15 µM;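 active means compounds whose normalised, plate-corrected inhibition of enzyme fluorescence in the single-dose primary screen is 50% or more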;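 further: 0% = DMSO with enzyme and 100% = substrate without enzyme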
MsrA inh – bovine MsrA enzyme inhibitors, primary screen, biochemical, absorbance, HTS | 0.75% of 360,000 active | inhibition, % at 15.5 µM | AID 651718, 2012 | Methionine sulfoxide reductase A (Bos taurus) | purified bovine MsrA, absorbance read-out; in the data active means inhibition above about 4.5%;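 further: 0% = vehicle wells with enzyme and 100% = reference inhibitor wells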
MsrA act – bovine MsrA enzyme activators, primary screen, biochemical, absorbance, HTS. Methionine sulfoxide reductase A (Bos taurus). purified bovine MsrA, absorbance read-out. activation, % at 10.6 µM. 0.3% of 360,000 active. AID 602163, 2012; in the data active means activation above about 7.5%;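 further: 0% = vehicle and 100% = reference activator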
TbMetRS inhib – T. brucei MetRS inhibitors, primary screen, biochemical, luminescence; 0.4% of 360,000 active; AID 624268, 2012; inhibition, % at 11.9 µM; purified T. brucei MetRS, ATP depletion, Kinase-Glo luminescence;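 active means inhibition above a per-plate cutoff of the control wells' mean inhibition plus 3 SD, cut at about 5.5% in these data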;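 further: 0% = DMSO wells median and 100% = median of wells with control inhibitor compound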
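Material: T. brucei methionyl-tRNA synthetase, purified; reagent: substrates ATP, L-methionine and bulk Escherichia coli tRNA; dosing: 11.9 µM single point; timing: 15 min plus 2 h at 25 °C; detection: luminescence of leftover ATP; evaluation: % inhibition; control set: DMSO-only wells as low control; replicates: singlicate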
SKN-1 inh – suppressors of acrylamide-induced Pgst-4::GFP reporter in worms, primary screen, SKN-1 inhibitor project, whole organism, uHTS, GFP/RFP fluorescence ratio, strain VP596; C. elegans VP596 Pgst-4::GFP/RFP ratio, 24 h; inhibition, % at 21.8 µM; 0.49% of 360,000 active;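 active means interference check ratio from 0.5 to 1.5 plus GFP to RFP signal ratio inhibition reaching or exceeding a fixed threshold, cut at about 30% in these data, passing the limit was not always enough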; further: some compounds called inactive have numbers as strong as hits
NRP1-CendR mod – modulators of CendR peptide binding to NRP-1, primary screen, biochemical, fluorescence polarization, uHTS; Neuropilin-1 (Homo sapiens), O14786; 0.85% of 360,000 active; FAM-RPARPAR peptide binding to NRP-1; AID 602438, 2012; inhibition, % at 25 µM;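 active means inhibition or corrected inhibition above about 18%, plus a signal ratio from 0.5 to 1.5, limit read from the data, passing the limit was not always enough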; further: strong numbers were not always called active
* marks the source's active call; other numbers are inactive results; . = no result given.

Start of the listing, in advance, 13 compounds:
SMILES	E coli Lon inh	MT1-MMP act inh	MLLE-PAM2 inh	FAS TE block	MsrA inh	MsrA act	TbMetRS inhib	SKN-1 inh	NRP1-CendR mod
CC(=O)NC1=NC(=O)/C(=C/c2cn(C(C)=O)nc2-c2ccccc2)S1	-149	-43	-43	-13	2.8	-5	-0.2	0	-74
O=C(NCCC(F)(F)F)C1Cc2c(-c3ccc(Cl)cc3)ccnc2O1 (stereo not drawn)	-3	-1	-3	4	-0.5	-5	-0.5	0	27*
O=C(NCC1CCCO1)c1ccccc1NS(=O)(=O)c1cc([N+](=O)[O-])ccc1Cl (stereo not drawn)	-6	2	12	11	0.1	0	-0.2	5	-13
C=CCCC(=O)N1C[C@H]2CCN(C)[C@H]2C[C@H]1c1ccccc1	4	2	7	-10	-0.6	-4	-0.1	10	6
O=C(O)Cn1cc(C(=O)c2cccs2)c2ccccc21	4	23	-14	-8	3.2	-6	-0.6	11	0
Cc1ccc(C)c(N2CCN(C(=O)CNS(=O)(=O)c3cccs3)CC2)c1	-7	2	2	-2	-0.4	3	-0.9	5	-17
C[C@H]1NC(=O)[C@@]2(C)[C@@H](c3ccccc3)[C@H]3COc4ccccc4[C@H]3N2C1=O	-5	-2	-3	-9	0.9	-9	-0.6	7	11
COc1ccc2nc3ccccc3nc2c1	9	-4	21	1	1.1	5	1.3	25	-1
O=C1NC(c2ccccc2)C(C(=O)c2cccs2)C(O)(C(F)(F)F)N1 (stereo not drawn)	-2	2	1	-6	0.0	1	-0.2	-9	-13
Cn1c(-c2ccc(C#N)cc2)c(C#Cc2ccccc2)c2ccccc21	-5	-25	17	14	3.6	-4	0.2	2	-8
Cc1cc2ncn(-c3nnnn3-c3ccccc3)c2cc1C	0	0	8	-2	-0.4	-2	0.0	13	12
Cc1ccc(OCCCc2c(C)n[nH]c2C)cc1	-3	-3	5	-5	-0.7	-3	0.2	2	9
CN(C)S(=O)(=O)c1ccc(N2CCCC2)c(C(=O)Nc2ccc(C(N)=O)cc2)c1	2	0	-8	-5	0.1	0	0.0	-3	0

The list itself (from the top)
SMILES	E coli Lon inh	MT1-MMP act inh	MLLE-PAM2 inh	FAS TE block	MsrA inh	MsrA act	TbMetRS inhib	SKN-1 inh	NRP1-CendR mod
CC(=O)NC1=NC(=O)/C(=C/c2cn(C(C)=O)nc2-c2ccccc2)S1	-149	-43	-43	-13	2.8	-5	-0.2	0	-74
O=C(NCCC(F)(F)F)C1Cc2c(-c3ccc(Cl)cc3)ccnc2O1 (stereo not drawn)	-3	-1	-3	4	-0.5	-5	-0.5	0	27*
O=C(NCC1CCCO1)c1ccccc1NS(=O)(=O)c1cc([N+](=O)[O-])ccc1Cl (stereo not drawn)	-6	2	12	11	0.1	0	-0.2	5	-13
C=CCCC(=O)N1C[C@H]2CCN(C)[C@H]2C[C@H]1c1ccccc1	4	2	7	-10	-0.6	-4	-0.1	10	6
O=C(O)Cn1cc(C(=O)c2cccs2)c2ccccc21	4	23	-14	-8	3.2	-6	-0.6	11	0
Cc1ccc(C)c(N2CCN(C(=O)CNS(=O)(=O)c3cccs3)CC2)c1	-7	2	2	-2	-0.4	3	-0.9	5	-17
C[C@H]1NC(=O)[C@@]2(C)[C@@H](c3ccccc3)[C@H]3COc4ccccc4[C@H]3N2C1=O	-5	-2	-3	-9	0.9	-9	-0.6	7	11
COc1ccc2nc3ccccc3nc2c1	9	-4	21	1	1.1	5	1.3	25	-1
O=C1NC(c2ccccc2)C(C(=O)c2cccs2)C(O)(C(F)(F)F)N1 (stereo not drawn)	-2	2	1	-6	0.0	1	-0.2	-9	-13
Cn1c(-c2ccc(C#N)cc2)c(C#Cc2ccccc2)c2ccccc21	-5	-25	17	14	3.6	-4	0.2	2	-8
Cc1cc2ncn(-c3nnnn3-c3ccccc3)c2cc1C	0	0	8	-2	-0.4	-2	0.0	13	12
Cc1ccc(OCCCc2c(C)n[nH]c2C)cc1	-3	-3	5	-5	-0.7	-3	0.2	2	9
CN(C)S(=O)(=O)c1ccc(N2CCCC2)c(C(=O)Nc2ccc(C(N)=O)cc2)c1	2	0	-8	-5	0.1	0	0.0	-3	0
CCOc1cccc(NC(=O)C2CC(=O)N(C)C(=Nc3cccc(F)c3)S2)c1 (stereo not drawn)	-1	5	-6	25	-0.9	-1	-0.4	5	-4
O=C(CN(C(=O)c1ccccc1Cl)N1C(=O)C2C3C=CC(C3)C2C1=O)c1cccs1 (stereo not drawn)	0	-1	3	2	-1.2	-3	1.0	4	8
COc1ccc(-c2coc3cc(OC(=O)N4CCOCC4)ccc3c2=O)cc1	10	3	-9	4	-0.7	-5	-0.9	15	-2
COc1ccc(N2CCN(C(=O)c3nn(C)c4c3CS(=O)(=O)c3ccccc3-4)CC2)cc1	4	4	0	-1	0.2	-1	0.4	13	19
Cc1[nH]nc2c1C(c1ccc(OC(=O)c3ccco3)cc1)C(C#N)=C(N)O2 (stereo not drawn)	16	8	-17	0	0.5	2	-0.6	17	20
CSC(=NS(=O)(=O)c1ccccc1)SC	-1	0	12	-2	0.0	0	-0.7	3	0
CC(C)N(C(=O)COC(=O)c1ccc(Cl)c(S(N)(=O)=O)c1)C(C)C	8	-1	2	-1	0.8	-2	0.7	-1	1
CCO/N=C1\C(=O)N(c2ccccc2)c2ccccc21	-5	1	6	3	-2.2	-6	-0.4	9	9
Cc1cc(OC(=O)c2ccc(Cl)cc2)cc(=O)n1C	-3	0	-25	6	-0.3	-2	-0.1	1	-11
O=c1c2ccccc2n(Cc2ccc(F)cc2)c(=O)n1C1CCCC1	-2	-1	-11	8	-0.5	-2	-1.4	4	4
CCOC(=O)[C@]12CCCC=C1N(Cc1ccc(Cl)cc1Cl)C(=O)[C@H](CC(=O)NCc1cccc3ccccc13)C2	2	-1	.	19	-0.3	-4	-0.5	-3	11
Cc1ccc(Oc2ccc(C(=O)NC3CCSC3=O)cn2)cc1 (stereo not drawn)	-3	0	5	-8	-0.9	1	-1.1	-9	0
Fc1ccc(NCc2cn3ccccc3n2)cc1	-31	-24	34	-8	0.2	0	-0.8	9	-55
O=C(O)C1=C[C@@H](C2CC2)C[C@@H](OCc2ccc(CO)cc2)O1	7	4	18	-6	0.7	-3	-0.4	25	16
O=C(COc1ccccc1[N+](=O)[O-])Nc1ccc(N2CCN(C(=O)c3cccs3)CC2)cc1	-2	-9	-15	16	-0.5	0	0.3	8	-2
CC1(C)CC2CC(C)(CN2C(=O)COC(=O)c2ccc(NC(=O)CC#N)cc2)C1 (stereo not drawn)	-2	-6	-7	0	0.4	-1	-0.3	19	2
COc1cc(NC(=O)C2CCCN2S(=O)(=O)c2ccc3c(c2)CCC(=O)N3)cc(OC)c1 (stereo not drawn)	-8	0	-8	-3	-1.5	-2	-0.3	-6	-2
CCC1C(=O)NCCN1Cc1nc(-c2ccc(C)s2)oc1C (stereo not drawn)	2	-2	-4	-4	1.6	-14	-1.7	2	-4
CN(C)S(=O)(=O)c1ccc(C(=O)Nc2ccc3ncccc3c2)cc1	1	2	4	-5	-0.2	-2	-0.2	13	-17
Cc1ccc(S(=O)(=O)N2CCOCC2)cc1C(=O)NCCc1ccc(Cl)cc1	2	3	2	1	0.3	-7	0.0	-7	1
CC[C@@H](NCCCn1ccc(NC(=O)OCc2ccccc2)nc1=O)c1ccccc1	-2	3	-1	-8	-0.4	-2	-1.4	13	-3
O=C(c1cccc(Cl)c1)N1CCC(N2CCC(C(=O)N3CCCC3)CC2)CC1	-2	1	-11	-6	-1.1	-1	0.7	19	-11
CCc1ccc(NCc2nc(-c3ccccc3)no2)cc1	3	8	-6	43	1.3	-5	0.1	42*	-5
COc1ccnc(Oc2ccccc2)n1	8	-4	-6	-6	-0.6	-8	-0.8	1	2
COc1cccc(CN2CCNC(=O)C2CC(=O)N(C)CCc2ccccn2)c1 (stereo not drawn)	-2	4	0	-12	-1.5	-11	-0.8	-7	-4
CCOC(=O)c1sc(=NC(=O)/C=C/c2ccccc2)n(C)c1C	10	-4	-1	0	0.0	-1	-0.6	12	4
Cc1csc(-c2nc3ccccc3n2C(C(=O)NC(C)(C)C)c2ccccc2)c1 (stereo not drawn)	.	-3	.	.	1.6	.	-0.3	12	-17
Cc1ccc(NC(=O)CN2C(=O)/C(=C\c3cccs3)SC2=S)cc1	-24	-1	0	-5	0.5	-9	-0.3	-10	1
Cc1ccccc1NC(=O)Cc1nc(COC(=O)c2cc([N+](=O)[O-])ccc2N)cs1	-8	-3	-31	1	2.4	-5	-0.4	-13	-7
c1ccc(-n2ncc3c(NCc4cccs4)ncnc32)cc1	5	8	-3	4	-1.1	-2	1.0	7	0
CCCn1c(N)c(C(=O)CN2CCN(S(=O)(=O)c3cccs3)CC2)c(=O)[nH]c1=O	7	2	0	-2	1.0	1	-0.9	7	6
CSc1nc(N)nc2c1ncn2CC(=O)N1CCN(Cc2c(C)cc(C)cc2C)CC1	-2	1	7	-5	-0.1	-3	0.0	12	1
Fc1ccc(N/N=C/C=C/c2ccccc2)c(F)c1	-1	2	0	47	-0.1	-7	-1.6	19	1
Cc1nn(C(C)C(=O)NCCC2=CCCCC2)c(=O)c2nn(-c3ccccc3)c(C)c12 (stereo not drawn)	-3	0	0	-1	-0.3	-1	0.4	17	2
COc1cc(OC)c(NC(=O)C2CCCO2)cc1Cl (stereo not drawn)	7	8	-4	-2	-0.7	-2	-0.6	7	6
CCN(CC(=O)Nc1ccc(NC(C)=O)cc1)C(=O)C1CCCN(C(=O)c2ccc(Cl)cc2)C1 (stereo not drawn)	-9	0	3	-9	0.0	-2	-0.2	-8	1
CCN(CC)CCN(Cc1cc2cc(C)ccc2[nH]c1=O)C(=O)Nc1ccccc1OC	1	5	1	-5	0.4	-1	0.3	10	7
C=C(C)c1cccc(C(C)(C)NC(=O)NC2CCN(Cc3ccccc3)CC2)c1	-14	2	5	-3	0.0	-7	-1.6	11	19
CC(=O)N1CN(Cc2ccccn2)Cc2c1sc1c2CCCC1	3	3	22	-2	1.3	0	-0.3	-15	-15
NC(=O)NC(=O)C[n+]1cccc(/C=N/O)c1	-1	2	17	-8	-0.1	1	-0.5	16	16
CCOC(=O)Cc1cc(=O)n2[nH]c(C)c(-c3ccccc3OC)c2n1	-8	0	8	-6	1.8	-4	-0.5	9	5
COc1ccc(CN(CC(=O)NC2CCCC2)C(=O)c2csnn2)cc1	-3	1	14	0	-1.1	-3	0.1	-13	3

Screening results deposited in PubChem BioAssay by several laboratories.
